Source: PubChem
NSD2 HMT inh – blocks human histone methyltransferase NSD2; NSD2 peptide methylation, AlphaScreen, 120 min; inhibition, % at 12.5 µM; O96028; AID 743445; 0.54% of 310,000 active; in the data active = inhibition above about 50%
Target sequence (O96028 whole entry, looked up): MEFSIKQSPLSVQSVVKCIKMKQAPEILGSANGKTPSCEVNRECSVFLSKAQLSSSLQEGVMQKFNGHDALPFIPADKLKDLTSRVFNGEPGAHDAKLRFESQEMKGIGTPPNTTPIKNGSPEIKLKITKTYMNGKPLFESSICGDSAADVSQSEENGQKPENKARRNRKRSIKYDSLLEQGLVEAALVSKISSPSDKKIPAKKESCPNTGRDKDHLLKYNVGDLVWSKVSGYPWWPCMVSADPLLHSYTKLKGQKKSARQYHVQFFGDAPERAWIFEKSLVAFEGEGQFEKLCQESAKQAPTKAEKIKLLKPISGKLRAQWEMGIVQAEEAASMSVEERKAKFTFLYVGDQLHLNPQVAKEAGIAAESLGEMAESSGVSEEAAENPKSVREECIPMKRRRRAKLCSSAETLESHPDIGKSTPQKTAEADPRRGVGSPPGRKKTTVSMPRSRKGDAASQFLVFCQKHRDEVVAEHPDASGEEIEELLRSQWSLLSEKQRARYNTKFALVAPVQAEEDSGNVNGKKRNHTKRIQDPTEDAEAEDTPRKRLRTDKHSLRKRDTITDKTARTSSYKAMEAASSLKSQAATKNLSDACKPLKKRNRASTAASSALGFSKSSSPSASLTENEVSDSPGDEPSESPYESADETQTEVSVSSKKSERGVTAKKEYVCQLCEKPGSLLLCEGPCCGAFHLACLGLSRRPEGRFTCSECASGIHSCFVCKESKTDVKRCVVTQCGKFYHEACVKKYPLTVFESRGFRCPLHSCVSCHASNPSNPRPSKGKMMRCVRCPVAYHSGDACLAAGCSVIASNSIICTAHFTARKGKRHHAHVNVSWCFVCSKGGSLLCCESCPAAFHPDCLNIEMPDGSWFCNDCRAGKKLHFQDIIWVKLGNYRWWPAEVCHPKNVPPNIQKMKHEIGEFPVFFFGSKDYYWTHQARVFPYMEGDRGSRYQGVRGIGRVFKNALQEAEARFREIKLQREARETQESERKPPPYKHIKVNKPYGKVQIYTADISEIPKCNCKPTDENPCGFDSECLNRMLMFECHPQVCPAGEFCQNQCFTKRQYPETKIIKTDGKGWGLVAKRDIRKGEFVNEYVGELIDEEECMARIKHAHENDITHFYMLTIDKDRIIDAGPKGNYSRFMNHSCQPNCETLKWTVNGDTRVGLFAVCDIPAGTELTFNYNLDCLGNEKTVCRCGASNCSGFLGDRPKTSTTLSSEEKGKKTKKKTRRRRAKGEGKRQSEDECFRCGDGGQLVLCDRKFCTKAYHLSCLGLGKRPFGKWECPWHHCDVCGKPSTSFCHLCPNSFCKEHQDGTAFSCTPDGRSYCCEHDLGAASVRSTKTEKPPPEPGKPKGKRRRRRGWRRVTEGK
SUMO Mot1 rescue – blocks SUMOylation pathway, rescuing yeast Mot1-301 growth | growth rescue, % at 18.8 µM | 1% of 320,000 active | S. cerevisiae Mot1-301 growth rescue, ATP luminescence, 38.5C; percent above DMSO median, 100 means doubled;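 active = every valid replicate shows activation above 250% relative to neutral control wells; inactive = the rest, any valid replicate at or below 250%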;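 also: OY570 slx delta 5 strain wells were the positive control but not used for scaling; some compounds called inactive have numbers as strong as hits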
SR-BI DiI-HDL act – SR-BI HDL lipid transfer activation; CHO ldlA[mSR-BI] cells, DiI-HDL uptake fluorescence, 3 h; 100 = double the neutral-control signal; activation, % at 12.5 µM; 0.096% of 320,000 active; AID 504775;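 active = mean replicate activation of at least 60% and every replicate at or above 60%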;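 also: 0% = median plate neutral-control signal and 100% = twice that signal; values of inactives mirror those of a sister screen read the other way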
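Assay system: CHO ldlA[mSR-BI] cells, LDL receptor-null, SR-BI overexpressing; medium: Ham's F12 with 0.5% BSA, HEPES 25 mM, pH 7.4; also added: DiI-HDL 10 µg/mL; timing: 3 h uptake period with compound, 37 °C; signal: DiI fluorescence, bottom read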
SR-BI DiI inh – inhibitors of mouse SR-BI mediated HDL lipid uptake; ldlA[mSR-BI] CHO cells, DiI-HDL uptake fluorescence, 3 h; inhibition, % at 12.5 µM; 0.96% of 320,000 active; AID 488896;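 active = mean replicate inhibition of at least 70% and a set share of replicates each scoring 70 or more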;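 also: 0% = median of neutral control wells and 100% = median of positive control wells; values of inactives mirror those of a sister screen read the other way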
PKA-R1A act – PKA-R1A complex activation; PKA-R1A dissociation, Cy5-IP20 fluorescence polarization; scaled: DMSO 0%, 113 µM cGMP 100%; activation, % at 11.4 µM; 0.083% of 340,000 active; AID 504707;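 active = percent activation above the mean of all tested compounds plus 3 SD, cut at about 19% in these data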;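 also: higher means more PKAc released from R1A so a rise in polarization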
DSG3 Ab inh – inhibitors of pemphigus antibody binding to human desmoglein-3 | P32926 | DSG3-coupled beads, scFv-anti-DSG3-GFP binding, flow cytometry; hits give low values | binding (percent of control), % at 10 µM | 0.48% of 310,000 active;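 active = binding more than 3 SD below its plate's average and above zero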;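 also: hits lower antibody fragment binding to DSG3; some compounds called inactive have numbers as strong as hits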
MITF act – activators of MITF-driven TRPM1 promoter activity in SK-MEL-5 cells; SK-MEL-5 TRPM1-promoter luciferase, 24 h; % of positive control, neutral wells = 0; activation, % at 12.5 µM; 0.75% of 300,000 active;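 active = mean activation of at least 80% with every replicate also reaching 80%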;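 also: 0% = neutral control wells and 100% = parthenolide positive control wells; values of inactives mirror those of a sister screen read the other way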
dFosB activator – activators of mouse delta FosB homodimer | purified delta FosB, TAMRA-CDK5 oligo fluorescence polarization; percent of positive-control signal above neutral wells | activation, % at 25 µM | 0.99% of 340,000 active | AID 493131;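 active = mean activation above about 17%, with every replicate also reaching it, limit read from the data, passing the limit was not always enough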;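 also: fluorescence polarization rise as delta FosB binds a TAMRA Cdk5 AP-1 oligo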
CDK5 inh – CDK5/p35 (human) kinase inhibition. Q00535+Q15078. Recombinant CDK5/p35, ADP-Glo luminescence, 60 min. inhibition, % at 10 µM. 0.01% of 330,000 active. AID 488839;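 active = highest replicate inhibition of at least 50% and at least 75% of replicates reaching 50%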;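 also: plate controls were DMSO neutral control for no effect and GW8510 at 10 µM for full effect; many of its hits are not listed in these tables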
PKA-R2B act – activators of human PKA-R2B complex | P22694+P31323 | activation, % at 11.4 µM | 0.079% of 340,000 active | PKA-R2B holoenzyme dissociation, Cy5-IP20 fluorescence polarization; R2B truncated from residue 108, S112A mutant; 0% DMSO only, 100% 113 µM cGMP;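 active = activation above a cutoff set at the mean over all compounds plus 3 SD, cut at about 18% in these data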;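 also: higher means more holoenzyme dissociation and a rise in polarization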
Arr AP2 block – blocks beta-arrestin peptide binding to AP2 adaptin | FITC-arrestin peptide / GST-AP2 beads, flow cytometry; AP2 beta2 appendage carries R879A mutation | inhibition, % at 10 µM | 0.31% of 340,000 active | AID 504490;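 active = inhibition above a set limit, near 3 SD of compounds lacking own fluorescence, cut at about 54% in these data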;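 also: plate controls were DMSO wells for no effect and 5 µM unlabelled arrestin peptide for full effect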
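system = GST-tagged AP2 beta2-adaptin appendage (R879A) on 4 µm glutathione beads | reagent = FITC-labelled arrestin peptide probe, 50 nM final | schedule = compound with beads 12 min RT, then probe 1 h RT | signal = HyperCyt-sampled flow cytometry, FL1 channel, ex 488/em 535 nm | read-out = percent response from loss of bead-bound FITC fluorescence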
Starred values were filed as active, the others as inactive; nt = not tested or not shown.

Every second line gives: NSD2 HMT inh | SUMO Mot1 rescue | SR-BI DiI-HDL act | SR-BI DiI inh | PKA-R1A act | DSG3 Ab inh | MITF act | dFosB activator | CDK5 inh | PKA-R2B act | Arr AP2 block
> COc1cccc2c(=O)n(CC(=O)Nc3ccc(F)cc3F)ccc12
  nt | nt | -11.7 | 11.7 | 4.3 | 95.6 | -3.6 | 1.9 | -0.1 | 4.8 | 15.9
> Cc1ccc(C)c(S(=O)(=O)N2CCN(C(=O)[C@H](Cc3ccccc3)NC(=O)c3ccco3)CC2)c1
  -0.1 | -8.5 | -4.5 | 4.5 | 2.7 | 95.8 | 6.9 | -5.2 | -1.4 | -4.1 | -7.8
> N#CCO/N=C/C(=O)Nc1ccc(F)cc1F
  nt | 536.6 | 3.8 | -3.8 | -8.0 | 100.7 | 8.4 | -0.4 | -1.1 | -11.3 | 5.4
> O=C(Nc1ccc(-c2nc3cccnc3s2)cc1)c1cccnc1Cl
  -0.9 | 2.7 | nt | nt | -3.5 | 99.3 | 53.5 | -0.8 | 1.5 | -2.7 | 1.8
> Cc1cc(C)cc(NC(=S)NC2CC3CCCC(C2)N3CC(C)C)c1 (stereo not drawn)
  6.8 | 5.0 | -6.8 | 6.8 | 1.9 | 104.4 | 12.6 | -6.9 | 0.2 | 0.2 | -8.7
> CC1(NC(=O)CC(c2ccccc2)(c2ccccc2)c2ccccc2)CCN(CCCc2ccccc2)C1=O (stereo not drawn)
  nt | -3.8 | -4.8 | 4.8 | 7.4 | 99.5 | -7.5 | -13.0 | 0.0 | -11.9 | 3.0
> COc1cc(OC)c(OC)cc1/C=N/NC(=O)c1cc(-c2cccn2C)n[nH]1
  6.6 | 40.6 | -47.8 | 47.8 | 3.3 | 98.2 | nt | -11.0 | -1.5 | 5.2 | 0.2
> CCC(C)(C)NC(=O)C(c1ccccc1F)N(Cc1ccco1)C(=O)c1csnn1 (stereo not drawn)
  -0.1 | 12.0 | 23.4 | -23.4 | -15.5 | 96.0 | 3.0 | -4.4 | -0.4 | -6.0 | -0.6
> CCOC(=O)c1c(C)[nH]c(C(=O)COC(=O)c2ccco2)c1C
  -0.8 | 13.9 | -28.5 | 28.5 | 2.7 | 98.0 | 23.8 | -3.4 | 2.6 | 2.6 | 4.6
> Cc1ccc(C)c(SCC(=O)OCC(=O)Nc2ccc(S(=O)(=O)N3CCOCC3)cc2)c1
  -2.4 | 196.8 | 32.8 | -32.8 | -9.2 | 101.6 | 4.3 | -1.2 | -1.2 | -22.4 | -5.9
> CN(CC(=O)Nc1ccccc1Br)C(=O)CN(C)C1CCCCC1
  -1.2 | 126.6 | 13.1 | -13.1 | -4.6 | nt | 1.1 | 3.4 | -0.6 | 1.7 | -2.6
> N#Cc1c(N)oc(-c2ccccc2)c1-c1ccccc1
  0.0 | -6.8 | 29.4 | -29.4 | -3.5 | 102.0 | -11.1 | -7.2 | -0.3 | -6.2 | 3.1
> Nc1nnc(CCS(=O)(=O)c2ccc(Br)cc2)s1
  -2.5 | -1.4 | -7.4 | 7.4 | -8.5 | 100.6 | -5.2 | 0.0 | 1.0 | -3.5 | 8.0
> Cc1c(NC(=O)c2c(O)c3ccccc3n(C)c2=O)c(=O)n(-c2ccccc2)n1C
  -1.9 | -11.5 | 0.4 | -0.4 | 3.5 | 112.8 | 0.2 | 0.8 | 1.2 | -6.3 | 4.0
> Cc1oc(-c2ccccc2)cc1C(=O)Nc1ccc2ccccc2c1
  -0.4 | -13.7 | 0.4 | -0.4 | -0.3 | 103.7 | 15.3 | 0.5 | -1.4 | 1.6 | -4.2

Reprinted from the part before: four compounds; new compounds follow.
Every second line gives: NSD2 HMT inh | SUMO Mot1 rescue | SR-BI DiI-HDL act | SR-BI DiI inh | PKA-R1A act | DSG3 Ab inh | MITF act | dFosB activator | CDK5 inh | PKA-R2B act | Arr AP2 block
> N#Cc1c(N)oc(-c2ccccc2)c1-c1ccccc1
  0.0 | -6.8 | 29.4 | -29.4 | -3.5 | 102.0 | -11.1 | -7.2 | -0.3 | -6.2 | 3.1
> Nc1nnc(CCS(=O)(=O)c2ccc(Br)cc2)s1
  -2.5 | -1.4 | -7.4 | 7.4 | -8.5 | 100.6 | -5.2 | 0.0 | 1.0 | -3.5 | 8.0
> Cc1c(NC(=O)c2c(O)c3ccccc3n(C)c2=O)c(=O)n(-c2ccccc2)n1C
  -1.9 | -11.5 | 0.4 | -0.4 | 3.5 | 112.8 | 0.2 | 0.8 | 1.2 | -6.3 | 4.0
> Cc1oc(-c2ccccc2)cc1C(=O)Nc1ccc2ccccc2c1
  -0.4 | -13.7 | 0.4 | -0.4 | -0.3 | 103.7 | 15.3 | 0.5 | -1.4 | 1.6 | -4.2
> CCOc1ccc(NC(=O)NNC(=O)c2cc3ccccc3cc2O)cc1
  2.0 | -16.7 | -81.3 | 81.3* | -0.3 | 109.9 | -5.2 | 38.8* | 1.1 | -0.7 | 30.8
> O=C1CCCN1c1ccc(S(=O)(=O)NCCOc2ccccc2)cc1
  27.2 | 1.1 | -52.4 | 52.4 | 4.1 | 102.4 | -15.4 | -2.4 | -0.4 | -5.5 | -2.8
> O=C(Nc1ccnn1C1CCN(C(=O)c2cccc(Cl)c2)CC1)C1CC1
  -0.3 | -15.0 | 8.1 | -8.1 | -4.5 | nt | 6.6 | -2.4 | 0.0 | 0.3 | 37.3
> Cc1cc(OCC(=O)NNC(=O)c2cccc(F)c2)ccc1Cl
  -1.1 | 17.5 | 13.8 | -13.8 | -8.8 | 98.4 | 2.3 | -10.3 | 0.4 | -9.9 | 1.5
> Cc1cc(C)c(-c2c(O)c3cnn(-c4ccccc4)c3[nH]c2=O)c(C)c1
  -1.6 | -5.0 | 20.2 | -20.2 | -2.2 | 78.9 | 1.1 | -8.7 | 0.3 | -3.0 | 7.0

Printed as active in SR-BI DiI inh (from the list above):
Every second line gives: NSD2 HMT inh | SUMO Mot1 rescue | SR-BI DiI-HDL act | SR-BI DiI inh | PKA-R1A act | DSG3 Ab inh | MITF act | dFosB activator | CDK5 inh | PKA-R2B act | Arr AP2 block
> CCOc1ccc(NC(=O)NNC(=O)c2cc3ccccc3cc2O)cc1
  2.0 | -16.7 | -81.3 | 81.3* | -0.3 | 109.9 | -5.2 | 38.8* | 1.1 | -0.7 | 30.8
